# From PubChem BioAssay
# SKN-1 block – suppressors of acrylamide-induced Pgst-4::GFP reporter in worms, primary screen, SKN-1 inhibitor project, whole organism, uHTS, GFP/RFP fluorescence ratio, strain VP596; C. elegans VP596 Pgst-4::GFP/RFP ratio, 24 h; inhibition, % at 21.8 µM; hit rate 0.49% among 360,000;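 active = interference check ratio from 0.5 to 1.5 plus GFP to RFP signal ratio inhibition reaching or exceeding a fixed threshold, cut at about 30% in these data, passing the limit was not always enough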; also: some compounds called inactive have numbers as strong as hits
# NadD inh – inhibitors of S. aureus NadD, primary screen, biochemical, colorimetric, uHTS; hit rate 0.78% among 360,000; purified NadD enzyme, colorimetric absorbance read-out; AID 602399, 2012; inhibition, % at 20 µM; Nicotinate-nucleotide adenylyltransferase NadD (Staphylococcus aureus N315); in the data active = inhibition above about 26%; also: some compounds past the cut are filed as inactive
# Rpn11 inh – Rpn11 (PSMD14) deubiquitinase inhibitors, primary screen, biochemical, fluorescence polarization, uHTS; hit rate 0.59% among 360,000; human 26S proteasome, Ub4-pepOG fluorescence polarization; 20S core pre-blocked with epoxomicin; calls only at 20 µM;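 active = inhibition at 20 µM, scaled to each plate's controls, above about 33%, limit read from the data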
# Neddylation inh – inhibitors of cullin neddylation, primary screen, biochemical, TR-FRET, uHTS, NAE and Ubc12. NEDD8-conjugating enzyme Ubc12 (Homo sapiens) + NEDD8-activating enzyme E1 regulatory …. calls only at 25 µM. hit rate 0.58% among 360,000. AID 651699, 2012; in the data active = inhibition above about 36%
# PABP1 MLLE inh – inhibitors of PABP1 MLLE–PAM2 peptide binding, primary screen, biochemical, fluorescence polarization, FITC-PAM2, GST-MLLE; Polyadenylate-binding protein 1 (Homo sapiens), P11940; inhibition, % at 20 µM; hit rate 0.36% among 360,000; in the data active = inhibition above about 35%, passing the limit was not always enough;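 also: plate controls were DMSO wells with GST-MLLE for no effect and wells lacking GST-MLLE protein for full effect; some results filed as inactive read as strong as hits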
# FAS-TE inh – FAS thioesterase domain inhibitors, primary screen, biochemical, fluorescence intensity, uHTS; Fatty acid synthase (Homo sapiens), P49327; recombinant FAS-TE, OMFH fluorogenic substrate, fluorescence endpoint; inhibition, % at 15 µM; hit rate 0.67% among 360,000; AID 602261, 2012;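 active = compounds whose normalised, plate-corrected inhibition of enzyme fluorescence in the single-dose primary screen is 50% or more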;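 also: 0% = DMSO with enzyme and 100% = substrate without enzyme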
# MT1-MMP act inh – blockers of MT1-MMP proenzyme processing, primary screen, HT1080 RFP-PRO-GFP cells, GFP/RFP fluorescence | Matrix metalloproteinase-14 (Homo sapiens), P50281 | GFP/RFP ratio fluorescence, overnight; percent of plate control window, DMSO zero | GFP/RFP ratio change, % at 20 µM | hit rate 0.061% among 360,000;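 active = GFP/RFP ratio change of at least 30% with cell ATP level not reduced by more than half and red fluorescence within 50% of control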; also: strong numbers were not always called active
#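 Material – HT1080 RFP-PRO-GFP cells · Control set – DMSO wells and RFP-L50D-GFP cells · Incubation – overnight cell settling, then overnight compound exposure, 37 °C, 5% CO2 · Compound dosing – single-point 20 µM compound, 1% DMSO · Read-out – GFP/RFP fluorescence ratio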
# Rin1 Abl inh – inhibitors of Rin1-Abl protein binding, primary screen, biochemical, TR-FRET. inhibition, % at 7.35 µM. hit rate 0.4% among 360,000. AID 588664, 2011; in the data active = inhibition above about 5%, passing the limit was not always enough
# CSN inh – inhibitors of CSN-mediated cullin deneddylation, primary screen, biochemical, fluorescence polarization, uHTS. COP9 signalosome complex subunit 5 (Homo sapiens), Q92905. Purified CSN, SCF-Nedd8-OG deneddylation. inhibition, % at 12.5 µM. hit rate 0.38% among 360,000. AID 651999, 2013;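 active = pattern-corrected inhibition above about 35%, with an unprinted fluorescence ratio check between 0.5 and 1.5, limit read from the data, passing the limit was not always enough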;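 also: 0% = enzyme with substrate and 100% = substrate without enzyme; some results filed as inactive read as strong as hits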
#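 Schedule: reaction 90 min, room temperature / Assay system: HEK293T-derived human Csn5 enzyme / Input: Csn5 at 0.24 nM final / Measure: inhibition of Csn5 cleavage, % / Control set: substrate-only high control, full reaction low control / Technique: fluorescence polarization of the substrate / Buffer or medium: Tris/NaCl/DTT buffer, pH 7.5 / Reagent: SCFSkp2-Nedd8OG substrate at 10 nM final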
# * = called active by the depositor; i = inactive; . = no result given.
1: CC(C)(C)c1ccc(OCC(=O)NNC(=O)Cc2cccs2)cc1
2: COC(=O)c1cc(S(=O)(=O)Nc2cccc(OC)c2)cn1C
3: O=C(O)c1ccc(NC(=S)NC(=O)c2ccc3ccccc3c2)cc1
4: O=C(NCCc1ccccn1)c1cccc(S(=O)(=O)N2CCc3ccccc32)c1
5: COc1ccc(C2C(C#N)=C(N)OC3=C2C(=O)CCC3)cc1Cn1cc([N+](=O)[O-])cn1 (stereo unspecified)
6: O=C(NCc1nnc(SCc2ccccc2)n1-c1ccccc1)C12CC3CC(CC(C3)C1)C2
7: FC(F)Oc1ccccc1/C=N/n1cnc2ccccc21
8: O=C(Cc1c(F)cccc1Cl)Nc1ccccc1C(=O)N1CCOCC1
9: Cc1nn(-c2ccc(C(=O)O)cc2)c(=O)c2ccccc12
10: CCOc1ccccc1/C=c1\sc2ncnn2c1=O
Screen / compound no.	1	2	3	4	5	6	7	8	9	10
FAS-TE inh	-4	-4	-2	-1	3	5	1	-5	-1	-9
Neddylation inh	i	i	i	i	i	i	i	i	i	i
PABP1 MLLE inh	-3	-6	28	2	1	-3	-6	1	-6	-14
Rpn11 inh	i	i	i	i	i	i	i	i	i	i
NadD inh	-1	1	-6	-5	4	3	-8	-1	-1	3
CSN inh	-1	5	2	3	-2	-2	4	0	-2	0
MT1-MMP act inh	-4	-2	3	0	0	-3	1	-4	6	0
SKN-1 block	11	-1	0	1	2	14	15	-4	-2	4
Rin1 Abl inh	-2	2	-2	2	4	-3	2	5	-3	-2

11: O=C(CCc1nnc(Cc2c[nH]c3ccccc23)o1)NCC1CC12CCCCC2 (stereo unspecified)
12: C=CC[C@]12CC=CC(=O)[C@@]1(O)O[C@H](c1ccc(OC)c(OC)c1)[C@H]2C
13: CCOC(=O)[C@]12CCCC=C1N(Cc1ccccc1)C(=O)[C@H](CC(=O)NCCCN1CCCC1=O)C2
14: Cc1ccc(NC(=O)Cc2nnc(SCC(=O)Nc3nncs3)n2C)c(C)c1
15: Cc1cc(C)c(NC(=O)CNC(=O)c2ccccc2OCc2c(C)noc2C)c(C)c1
16: Cc1ccc(S(=O)(=O)N2CCC(=O)N([C@H](COC(=O)Nc3ccccc3)Cc3ccccc3)CC2)cc1
17: COc1ccc(CNC(=O)CN(c2cc(C)cc(C)c2)S(=O)(=O)c2c(C)noc2C)cc1
18: Cc1ccccc1CCN1CCCC(CN(C)C(=O)C(=O)c2ccco2)C1 (stereo unspecified)
19: O=C1C2C3c4ccccc4C(c4ccccc43)C2C(=O)N1/N=C/c1cccc(O)c1 (stereo unspecified)
20: Cc1cc(/C=N/NC(N)=S)c(C)n1-c1ccc(Cl)c(Cl)c1
Screen / compound no.	11	12	13	14	15	16	17	18	19	20
FAS-TE inh	-8	3	.	-8	-3	12	5	-5	4	-2
Neddylation inh	i	i	i	i	i	i	i	i	i	i
PABP1 MLLE inh	-4	17	.	-10	8	.	3	3	-8	10
Rpn11 inh	i	i	.	i	i	.	i	i	i	i
NadD inh	0	-3	.	3	1	-4	2	-4	-3	8
CSN inh	0	4	-4	0	-9	0	-3	0	-1	2
MT1-MMP act inh	-4	-1	2	3	0	-4	-2	1	-3	1
SKN-1 block	-5	2	0	15	19	4	10	-5	-14	12
Rin1 Abl inh	3	-2	.	0	2	.	-5	1	-1	-1

# One compound at a time, from the list above:
# Cc1ccc(S(=O)(=O)N2CCC(=O)N([C@H](COC(=O)Nc3ccccc3)Cc3ccccc3)CC2)cc1 as listed: FAS-TE inh: 12; Neddylation inh: i; PABP1 MLLE inh: .; Rpn11 inh: .; NadD inh: -4; CSN inh: 0; MT1-MMP act inh: -4; SKN-1 block: 4; Rin1 Abl inh: .
# C=CC[C@]12CC=CC(=O)[C@@]1(O)O[C@H](c1ccc(OC)c(OC)c1)[C@H]2C as listed: FAS-TE inh: 3; Neddylation inh: i; PABP1 MLLE inh: 17; Rpn11 inh: i; NadD inh: -3; CSN inh: 4; MT1-MMP act inh: -1; SKN-1 block: 2; Rin1 Abl inh: -2

# Reformatted: entries from further up
no.	smiles	FAS-TE inh	Neddylation inh	PABP1 MLLE inh	Rpn11 inh	NadD inh	CSN inh	MT1-MMP act inh	SKN-1 block	Rin1 Abl inh
14	Cc1ccc(NC(=O)Cc2nnc(SCC(=O)Nc3nncs3)n2C)c(C)c1	-8	i	-10	i	3	0	3	15	0
1	CC(C)(C)c1ccc(OCC(=O)NNC(=O)Cc2cccs2)cc1	-4	i	-3	i	-1	-1	-4	11	-2

# Other entries follow.
21: COc1ccccc1C(=O)NC(C)c1ccccc1 (stereo unspecified)
22: COc1ccc(NC(=O)N(C)C[C@@H]2OCc3cnnn3CCCC(=O)N([C@H](C)CO)C[C@@H]2C)c(OC)c1
23: CN(Cc1ccccc1)C(=O)CCS(=O)(=O)c1ccc2c(c1)n(C)c(=O)c(=O)n2C
24: CCOC(=O)N1CCN(C(=O)c2cn(C)c3ccc(S(=O)(=O)N4CCC(C)CC4)cc3c2=O)CC1
25: Cc1ccoc1C(=O)N1CCCCC1C(=O)O (stereo unspecified)
26: COC(=O)C1=C(C)N(Cc2ccc3c(c2)OCO3)C(=O)C1
27: CCC(=O)Nc1ccc(C2=Nn3c(nnc3C(C)C)SC2)cc1
28: COc1ccc2c(Cl)c(C(=O)N/N=C3\CCCC(=O)C3)sc2c1
29: O=C(O)Cn1cc2c(n1)CCCCC2
30: O=C(O)c1sccc1NC(=O)c1c(Cl)cccc1Cl
Screen / compound no.	21	22	23	24	25	26	27	28	29	30
FAS-TE inh	-6	-10	2	-3	-5	-3	-6	-6	-9	-10
Neddylation inh	i	i	i	i	i	i	i	i	i	i
PABP1 MLLE inh	2	-3	11	5	4	5	30	-119	4	-7
Rpn11 inh	i	i	i	i	i	i	i	.	i	i
NadD inh	-1	-1	-1	4	2	-3	7	12	0	-9
CSN inh	3	3	2	-1	-11	3	0	56	-5	0
MT1-MMP act inh	-2	0	.	3	3	-3	2	-136	0	-1
SKN-1 block	-4	-1	15	-1	-7	10	4	10	-11	0
Rin1 Abl inh	3	-1	2	0	6	-5	-3	-4	-2	1

31: CN(C)S(=O)(=O)c1cccc(NC(=S)N/N=C/c2cccc(O)c2)c1
32: O=C(O)C1CC=CCC1C(=O)c1ccccc1 (stereo unspecified)
33: Cc1cc(NC(=O)C2CC2)n(-c2nc3ccccc3s2)n1
34: CC(C(=O)NC1CCCC1)N(Cc1ccc2c(c1)OCO2)C(=O)c1snc(C(N)=O)c1N (stereo unspecified)
35: C[C@H](CO)N1C[C@H](C)[C@H](CN(C)C(=O)OCc2ccccc2)OCc2cnnn2CCCC1=O
36: O=C(NC(=S)N1CCCC1)c1ccccc1F
37: COc1ccccc1CC(=O)Nc1cccc2ccccc12
38: CCOc1ccccc1NC(=O)NC1CCCCCCC1
39: CSCCC(NS(=O)(=O)c1ccc2c(c1)OCCO2)C(=O)NCCc1ccccn1 (stereo unspecified)
40: COc1ccccc1C(=O)N/C(=C\c1cn(C)c2ccccc12)C(=O)NCCCn1ccnc1
Screen / compound no.	31	32	33	34	35	36	37	38	39	40
FAS-TE inh	-1	-5	7	-3	-7	-4	0	3	-9	2
Neddylation inh	i	i	i	i	i	i	i	i	i	i
PABP1 MLLE inh	29	-10	-1	3	10	44*	-2	7	-3	6
Rpn11 inh	i	i	i	i	i	i	i	i	i	i
NadD inh	-1	-2	-11	9	-7	-4	1	-3	-4	1
CSN inh	7	-3	-2	3	-1	-4	1	3	-1	2
MT1-MMP act inh	5	-6	3	4	1	3	-3	-3	-1	0
SKN-1 block	-6	0	7	6	16	4	-4	25	24	-1
Rin1 Abl inh	-5	-2	3	-2	2	2	-2	2	1	-1

41: Cc1ccc(C(=O)NC(=S)Nc2c(C)ccc3nsnc23)cc1
42: Cc1nc(S/C(=C/c2ccc(-c3cccc(Cl)c3)o2)C(=O)O)n[nH]1
43: CCN(CC)S(=O)(=O)c1ccc2oc(C(=O)NCc3ccc(F)cc3)c(C)c2c1
44: CNC(=O)c1ccc2cc(OC)c(OC)cc2c1
45: COc1ccc(OC)c(/C=N/NC2=NS(=O)(=O)c3ccccc32)c1
46: CCOC(=O)C1=CN(Cc2cccc(-c3cccnc3)c2)S(=O)(=O)N(CC)C1C (stereo unspecified)
47: Cc1ccnn1-c1ccc(C(=O)NCc2ccccc2CN2CCOCC2)cc1
48: O=c1c(Cl)c(NCc2ccccc2)cnn1C12CC3CC(CC(C3)C1)C2
49: O=C(Nc1cc(F)ccc1F)C1CCCN(c2ncnc3c2nc2n3CCCCC2)C1 (stereo unspecified)
50: CN(c1ccccc1)S(=O)(=O)c1cccc(C(=O)NCCc2c[nH]c3ccccc23)c1
Screen / compound no.	41	42	43	44	45	46	47	48	49	50
FAS-TE inh	0	-15	28	-8	-3	16	-3	3	11	20
Neddylation inh	i	i	i	i	i	i	i	i	i	i
PABP1 MLLE inh	18	-59	16	1	16	-2	-4	-4	14	2
Rpn11 inh	i	i	i	i	i	i	i	i	i	i
NadD inh	3	17	-5	-6	0	-2	-3	5	-3	-12
CSN inh	-4	-6	0	-1	-3	-2	2	0	0	-1
MT1-MMP act inh	0	-13	-9	4	4	-9	0	1	-6	3
SKN-1 block	-3	-3	-3	-9	10	1	14	-9	-19	-1
Rin1 Abl inh	-4	-1	5	-5	1	4	1	0	0	0

51: Cc1cc(=O)[nH]c2ccc(S(=O)(=O)N3CCOCC3)cc12
52: CCOc1ccc(OCC)c(-c2c(=O)n(OCc3ccc(Cl)cc3)c3ccccc3[n+]2[O-])c1
53: COc1ccc(C(=O)CC(=O)C(=O)Nc2ccccc2OC)cc1
54: COCc1cc(C)n(CC(=O)Nc2ccc(Cl)cc2Cl)c(=O)c1C#N
55: CC1=C(C)[N+](=O)C2(O)CCCCC2(C)N1[O-] (stereo unspecified)
56: COc1ccc2c(c1)CCc1c-2nc2ccccc2c1N1CCOCC1
57: CN1CCC/C1=C1/C(=O)N(c2ccccc2)N=C1NC(=O)Nc1cccc(Cl)c1
58: O=C(O)c1c(N2CCCCC2)ccc([N+](=O)[O-])c1N1CCCCC1
Screen / compound no.	51	52	53	54	55	56	57	58
FAS-TE inh	-6	27	5	17	-5	6	4	-7
Neddylation inh	i	i	i	i	i	i	i	i
PABP1 MLLE inh	5	-2	-11	-1	1	2	-3	8
Rpn11 inh	i	i	i	i	i	i	i	i
NadD inh	-3	-3	8	2	0	-8	3	3
CSN inh	-4	-1	4	3	0	3	-2	5
MT1-MMP act inh	3	-5	-2	5	1	-2	-2	1
SKN-1 block	3	10	10	20	-16	-6	7	3
Rin1 Abl inh	-3	1	-1	-5	-1	1	-4	1
